# TNAP inh hiacc = human TNAP enzyme inhibitors, primary screen, biochemical, luminescent, high phosphate acceptor level, uHTS | purified TNAP, CDP-star luminescence, 1 M DEA | inhibition, % at 20 µM | hit rate 0.03% among 200,000;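 active = over 50% inhibition of tissue-nonspecific alkaline phosphatase at 20 µM in the single-dose screen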;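 note: plate controls were DMSO wells for no effect and EDTA-quenched wells as full inhibition for full effect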
# Target sequence (P05186 whole entry, looked up): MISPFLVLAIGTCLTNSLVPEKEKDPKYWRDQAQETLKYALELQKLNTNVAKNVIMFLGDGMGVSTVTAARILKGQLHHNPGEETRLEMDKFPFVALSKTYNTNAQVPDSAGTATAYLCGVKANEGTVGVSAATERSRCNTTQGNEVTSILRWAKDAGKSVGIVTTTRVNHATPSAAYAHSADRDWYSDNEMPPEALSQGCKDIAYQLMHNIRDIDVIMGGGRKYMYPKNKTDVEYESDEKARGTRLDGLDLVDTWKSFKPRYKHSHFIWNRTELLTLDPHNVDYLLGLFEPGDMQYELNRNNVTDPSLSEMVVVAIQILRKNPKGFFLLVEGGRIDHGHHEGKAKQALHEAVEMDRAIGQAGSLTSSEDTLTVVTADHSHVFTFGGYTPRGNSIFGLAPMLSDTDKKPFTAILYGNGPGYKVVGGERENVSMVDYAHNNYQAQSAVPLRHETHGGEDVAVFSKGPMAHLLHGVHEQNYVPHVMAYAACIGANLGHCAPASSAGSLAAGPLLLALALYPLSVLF
# NF-kB expr up = activators of NF-kB expression in neurons, primary screen, cell-based, HTS; human neuronal cells, NF-kB reporter expression; active compounds read high; AID 1239, 2008; hit rate 1.6% among 190,000; fold change at 12.5 µM; in the data active = fold change above about 3.3
# TNAP act hiacc = TNAP activators at high phosphate acceptor level, primary screen, biochemical, luminescence, uHTS; Alkaline phosphatase, tissue-nonspecific isozyme (Homo sapiens), P05186; purified TNAP, CDP-star luminescence, 1 M DEA, 30 min; active compounds read high; 0 = EDTA background, 1 = DMSO-only activity; 200,000 tested, under 10 active; activation factor at 20 µM; AID 1136, 2008;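 active = activation factor at least 2 at 20 µM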
#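 Assay system: human TNAP; Input: enzyme diluted 1/800 final; Reagent: CDP-star luminogenic substrate at 100 µM final; Timing: 30 min, room temperature; Signal: luminescence; Evaluation: TNAP activation factor scaled between EDTA and DMSO control wells.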
# PMI act satM6P = human PMI activators, high substrate, primary screen, biochemical, fluorescence intensity, near-saturating mannose 6-phosphate | Mannose-6-phosphate isomerase (Homo sapiens), P34949 | coupled PMI enzyme assay, resazurin fluorescence, 20 min; active compounds read high; 1 = untreated enzyme, 0 = substrate-free blank | activation factor at 20 µM | hit rate 0.34% among 190,000 | AID 1216, 2008;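 active = activation factor of 2 or more at 20 µM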
# Target sequence (P34949 whole entry, looked up): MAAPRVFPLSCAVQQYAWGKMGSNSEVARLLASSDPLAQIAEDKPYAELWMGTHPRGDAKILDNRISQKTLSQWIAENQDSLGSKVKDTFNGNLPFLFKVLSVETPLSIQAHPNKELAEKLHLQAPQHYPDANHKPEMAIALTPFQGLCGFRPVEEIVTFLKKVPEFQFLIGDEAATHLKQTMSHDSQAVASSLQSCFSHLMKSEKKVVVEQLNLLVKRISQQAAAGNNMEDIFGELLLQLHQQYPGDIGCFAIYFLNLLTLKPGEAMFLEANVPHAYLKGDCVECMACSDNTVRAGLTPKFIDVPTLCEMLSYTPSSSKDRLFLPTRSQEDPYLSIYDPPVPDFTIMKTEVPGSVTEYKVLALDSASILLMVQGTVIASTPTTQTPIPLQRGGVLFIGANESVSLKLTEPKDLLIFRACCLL
#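 Test system: human PMI in coupled enzyme assay; Input: PMI at 15 ng/mL final; Medium: HEPES buffer, pH 7.4; Schedule: 20 min incubation at room temperature; Technique: resorufin fluorescence at Ex 544/Em 590 nm; Compound: 20 µM single dose; Probe or stimulus: Near-saturating mannose-6-phosphate, 1.0 mM.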
# PMI act = activators of human PMI, primary screen, biochemical, fluorescence intensity, near-Km mannose 6-phosphate | hit rate 0.005% among 190,000 | activation factor at 20 µM | purified human PMI, coupled resazurin fluorescence, 20 min; active compounds read high; 1 = vehicle control, 0 substrate-free wells | Mannose-6-phosphate isomerase (Homo sapiens), P34949 | AID 1214, 2008;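 active = activation factor of 2 or more at 20 µM, relative to plate controls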
# bIAP activator = bovine intestinal alkaline phosphatase activators, primary screen, biochemical, bovine IAP, CDP-star luminescence. activation factor at 20 µM. AID 1016, 2008. purified bovine IAP, 30 min; active compounds read high; fold of DMSO-control signal, blank-subtracted. hit rate 0.17% among 200,000;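 active = activation factor of 2 or more at 20 µM, a signal rise over negative controls twice the positive control's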
# APP 5'UTR act = activators of APP 5'UTR luciferase reporter, primary screen, SH-SY5Y cells; SH-SY5Y APP 5'UTR luciferase reporter, luminescence; zero percent = DMSO vehicle wells; activation, % at 2 µM; hit rate 1% among 190,000;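 active = activation above a set limit, based on mean plus 3 SD of controls, cut at about 140% in these data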; note: values of inactives mirror those of a sister screen read the other way
# TNAP inh no acc = human TNAP enzyme inhibitors, primary screen, biochemical, luminescent, no phosphate acceptor, uHTS. hit rate 0.26% among 200,000. Alkaline phosphatase, tissue-nonspecific isozyme (Homo sapiens), P05186. inhibition, % at 20 µM. purified TNAP, CDP-star luminescence, 30 min;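 active = tissue-nonspecific alkaline phosphatase inhibition above about 50% at 20 µM in the single-dose screen, limit read from the data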;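 note: 0% = DMSO negative control and 100% = EDTA positive control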
# FLuc inh counter = firefly luciferase enzyme inhibitors, primary screen, artefact control for luciferase-based inhibitor screens, biochemical, luminescence, ATPLite. 10 min. Luciferin 4-monooxygenase (Photinus pyralis), P08659. hit rate 1.5% among 200,000. AID 1006, 2008. inhibition, % at 10 µM;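 active = inhibition above about 50% when tested at 10 µM, limit read from the data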
# FLuc stim CS = FLuc activators, initial screening, artefact control for FLuc-dependent activation tests, biochemical, ATPlite luminescence; Luciferin 4-monooxygenase (Photinus pyralis), P08659; ATPlite luciferase biochemical, 10 min; 0 = ATP-free wells, 1 = DMSO control; activation factor at 10 µM; 200,000 tested, under 10 active; AID 1027, 2008;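 active = luciferase activation factor, scaled between plate controls, of at least 2 with compound at 10 µM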
#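 Assay system: Luciferase/luciferin detection reagent, cell-free biochemical luciferase assay / Read-out: luciferase activation / Benchmarks: No-ATP low control, compound-free enzyme-plus-ATP high control / Medium: PBS buffer for ATP / Detection: luminescence measurement of luciferase light output / Schedule: 10 min at ambient temperature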
# An asterisk follows results filed as active; . = not tested or not shown.
SMILES,TNAP inh hiacc,NF-kB expr up,TNAP act hiacc,PMI act satM6P,PMI act,bIAP activator,APP 5'UTR act,TNAP inh no acc,FLuc inh counter,FLuc stim CS
CCOC(=O)C(NC(C)=O)(Nc1ccc(S(=O)(=O)Nc2cc(C)on2)cc1)C(F)(F)F (stereo not given),-5.9,1.03,1.1,1.1,1.1,0.9,-0.9,-5.8,-4.9,1
CCN1CCN(C(C(=O)NC2CCCC2)c2cc3c(cc2[N+](=O)[O-])OCO3)CC1 (stereo not given),-2.4,1.02,1,0.5,0.9,1,0.7,-9.2,1.1,1
COc1cc(CNc2ncn[nH]2)ccc1OCc1ccccc1C,-5.4,1.93,1.1,1,1,1,5.0,-67.0,0.1,1
COc1cccc(N/C=C/c2onc(C)c2[N+](=O)[O-])c1,3.0,1.5,1,1.1,1,0.8,145.5*,-2.0,-1.9,1
CCCOc1ccc(N2C(=O)CC(N3CCN(c4nc5ccccc5s4)CC3)C2=O)cc1 (stereo not given),-1.7,1,1,0.9,0.9,1,-7.5,-3.3,-1.8,1
CN(C)S(=O)(=O)c1ccc(C(=O)Nc2nnc(SCc3ccccc3)s2)cc1,2.1,1.04,1,1.1,1,1,-5.5,-2.9,-1.1,1
CN(C)CCn1c(=S)[nH]c2ccccc2c1=O,-1.4,1.11,1,1.1,1,1,-1.6,-7.4,1.4,1
COc1ccc(/C=N/NC(=S)Nc2cccc(C(=O)O)c2)cc1,-4.4,1.51,1,1,1.1,1.3,29.4,-12.3,55.5*,0.4
O/N=C/c1cc(Cl)ccc1OCc1ccccc1Cl,-4.4,0.95,1,0.9,1,0.8,-9.5,-0.3,-3.6,1
Cc1cc(C(C)(C)C)oc1C(=O)N1CCN(C(=O)c2oc(C(C)(C)C)cc2C)CC1,-5.0,1.2,1.1,1,0.9,1,-1.7,4.0,-8.8,1.1
Cc1nnc(SCC(=O)NC2CCCC2)s1,-4.0,1.08,1,1,0.9,1,-21.1,0.5,2.6,1
Cc1ccc(S(=O)(=O)NCCN2CCOCC2)cc1,-1.6,0.9,1,1.1,1.1,1,-0.4,-10.7,-7.3,1.1
CCOC(=O)Cc1c[nH]c2ccccc12,0.2,1.21,1,1,1.1,0.9,-2.5,-8.7,-6.7,1.1
O=C(NCc1ccco1)c1ccc(Cn2c(=S)[nH]c3ccccc3c2=O)cc1,-4.7,0.98,1,0.9,0.9,0.8,13.4,-9.6,-7.0,1.1
Cc1ccc(S(=O)(=O)CCC(=O)OCC(=O)c2c[nH]c3ccccc23)cc1,2.6,1.08,1,1.1,1,1,22.3,9.3,-3.5,1
COc1ccc(N2Cc3ccccc3C2=NC(=O)c2cccc([N+](=O)[O-])c2)cc1,-1.5,1.48,1,1,1,0.9,-37.2,-12.0,6.9,0.9
CCOc1ncccc1C(=O)N1CCN(Cc2ccc3c(c2)OCO3)CC1,0.7,1,1,1,1,1,0.4,-9.0,-3.6,1
Cc1cccc(OCc2nc(C)cc(=O)[nH]2)c1,-1.7,1.02,1,1,0.9,0.9,4.9,-7.9,-4.0,1
Cc1n[nH]c(C)c1S(=O)(=O)N1CCCC(C(=O)NCc2ccccc2Cl)C1 (stereo not given),-8.1,0.87,1.1,1.1,1.1,0.7,0.6,32.0,-0.4,1
C=CCNC(=O)C12CC3(C)CC(C)(CC(C)(C3)C1)C2,-4.4,0.96,1,0.9,0.9,0.9,10.2,-8.8,-6.3,1.1
O=C(CSc1nc2ccccc2c(=O)n1CC1CCCCC1)N1CCOCC1,-8.2,0.63,1.1,0.9,1,1,-10.4,-10.7,-7.8,1.1
Cc1ccc(C(=O)CC2(O)C(=O)Nc3ccccc32)s1 (stereo not given),-7.6,0.94,1.1,1.1,1,0.9,13.4,-11.7,-1.9,1
COC(=O)c1ccc(C)c(NC(=O)CN2C(=O)c3ccccc3S2(=O)=O)c1,-3.6,1.3,1,0.9,0.9,0.9,-5.3,-9.4,-5.0,1.1
CCOc1ccc(CCNC(=O)Cn2cccc2C(=O)c2ccccc2C)cc1OCC,-3.2,0.96,1,1,0.9,0.7,-6.2,-12.8,-6.3,1.1
CC(=O)Nc1nnc(SCc2ccccc2F)s1,0.1,1.48,1,1,1,0.9,24.4,-7.3,-2.3,1
O=C(Nc1ccc2c(c1)OCCO2)c1cccc(S(=O)(=O)N2CCOCC2)c1,-7.0,2.17,1.1,1,1.1,0.8,28.0,-1.7,0.2,1
CCN(CC)S(=O)(=O)c1cccc(-c2nnc(SCC(=O)NC3CCCC3)n2N)c1,0.3,0.87,1,1,0.9,1.1,17.6,1.1,-4.3,1
Cc1nc(NC(=O)C23CCC(C)(C(=O)O2)C3(C)C)sc1C (stereo not given),-7.9,1.03,1.1,0.9,0.8,1,-8.2,-10.4,-8.3,1.1
COC(=O)c1c(C)[nH]c(C(=O)CN2CCOCC2)c1C,-1.9,1.13,1,1.3,1.1,0.8,0.4,-7.7,-3.9,1
Cc1cc(C(=O)OCC(=O)NCCc2ccccc2)c(C)o1,-4.1,1.04,1,0.9,0.9,1.1,5.8,-13.5,-5.0,1.1
Fc1ccc2c(c1)C(c1ccncc1)=NNC(c1ccc(Cl)cc1)=N2,0.3,1.06,1,0.9,0.9,1,-8.2,-6.2,-1.4,1
COc1ccc2c(c1OC)C(=O)OC2CC(=O)c1ccc2c(c1)OCO2 (stereo not given),-6.6,0.97,1.1,1,1,0.9,-17.9,-9.7,-1.8,1
Cc1cccn2c(=O)c3cc(C#N)c(=O)n(CCCN4CCOCC4)c3nc12,-5.9,1.33,1.1,1.2,1.1,1,3.6,-6.4,-2.2,1
O=C(Cn1c(NCCO)nc2ccccc21)NCC1CCCO1 (stereo not given),4.0,1.24,1,1,0.9,0.9,16.9,-2.7,-2.5,1
COc1ccc(CNC(=S)Nc2ccc3nc(N4CCOCC4)cc(C)c3c2)cc1,-0.6,1.09,1,0.9,0.9,1,-24.5,-11.9,-5.5,1.1
O=C(c1ccccc1)N1CC(COc2ccccc2)OC(c2ccco2)O1 (stereo not given),-9.4,1.08,1.1,1,1,1,1.0,-11.4,-4.8,1
COc1ccccc1NC(=O)CSc1ccc(-c2cccs2)nn1,-1.7,1.18,1,0.9,0.8,0.7,4.8,1.8,-4.1,1
CCN(C(=O)COC(=O)c1c2c(nc3ccccc13)/C(=C/c1ccccc1)CC(C)C2)C1CCS(=O)(=O)C1 (stereo not given),1.1,0.41,1,0.7,0.7,0.9,-12.8,-3.0,-6.0,1.1
Clc1ccc(/C=C/c2nc3ccccc3[nH]2)cc1,-2.0,3.8*,1,1,0.9,0.9,.,-3.1,96.0*,0
COC(=O)C1CCN(CC(=O)Nc2sc3c(c2C#N)CCC3)CC1,4.2,1.02,1,1.3,1.4,1,-1.2,9.4,-4.5,1
O=C(c1cc2cc(Br)ccc2oc1=O)N1CCN(c2ccccn2)CC1,-5.7,1.07,1.1,0.9,0.9,0.9,8.2,-8.1,-8.9,1.1
CCC1CCCCN1Cc1nc2c(c(=O)n(C)c(=O)n2C)n1CCC(C)C (stereo not given),-2.7,.,1,1,1,1.1,-9.7,-7.1,-1.5,1
O=C1CCCN1CCCNC(=S)Nc1ccc(F)cc1,-4.5,1.21,1,0.9,0.9,1.2,-3.8,-13.2,-7.5,1.1

# Ordered by SMILES length (smallest number first): 12 of the compounds above
SMILES,TNAP inh hiacc,NF-kB expr up,TNAP act hiacc,PMI act satM6P,PMI act,bIAP activator,APP 5'UTR act,TNAP inh no acc,FLuc inh counter,FLuc stim CS
O=C1CCCN1CCCNC(=S)Nc1ccc(F)cc1,-4.5,1.21,1,0.9,0.9,1.2,-3.8,-13.2,-7.5,1.1
Clc1ccc(/C=C/c2nc3ccccc3[nH]2)cc1,-2.0,3.8*,1,1,0.9,0.9,.,-3.1,96.0*,0
O=C(Cn1c(NCCO)nc2ccccc21)NCC1CCCO1 (stereo not given),4.0,1.24,1,1,0.9,0.9,16.9,-2.7,-2.5,1
Cc1cc(C(=O)OCC(=O)NCCc2ccccc2)c(C)o1,-4.1,1.04,1,0.9,0.9,1.1,5.8,-13.5,-5.0,1.1
COC(=O)c1c(C)[nH]c(C(=O)CN2CCOCC2)c1C,-1.9,1.13,1,1.3,1.1,0.8,0.4,-7.7,-3.9,1
COC(=O)C1CCN(CC(=O)Nc2sc3c(c2C#N)CCC3)CC1,4.2,1.02,1,1.3,1.4,1,-1.2,9.4,-4.5,1
O=C(c1ccccc1)N1CC(COc2ccccc2)OC(c2ccco2)O1 (stereo not given),-9.4,1.08,1.1,1,1,1,1.0,-11.4,-4.8,1
O=C(c1cc2cc(Br)ccc2oc1=O)N1CCN(c2ccccn2)CC1,-5.7,1.07,1.1,0.9,0.9,0.9,8.2,-8.1,-8.9,1.1
Fc1ccc2c(c1)C(c1ccncc1)=NNC(c1ccc(Cl)cc1)=N2,0.3,1.06,1,0.9,0.9,1,-8.2,-6.2,-1.4,1
CCC1CCCCN1Cc1nc2c(c(=O)n(C)c(=O)n2C)n1CCC(C)C (stereo not given),-2.7,.,1,1,1,1.1,-9.7,-7.1,-1.5,1
Cc1cccn2c(=O)c3cc(C#N)c(=O)n(CCCN4CCOCC4)c3nc12,-5.9,1.33,1.1,1.2,1.1,1,3.6,-6.4,-2.2,1
CCN(C(=O)COC(=O)c1c2c(nc3ccccc13)/C(=C/c1ccccc1)CC(C)C2)C1CCS(=O)(=O)C1 (stereo not given),1.1,0.41,1,0.7,0.7,0.9,-12.8,-3.0,-6.0,1.1
